Screening data (PubChem)
GPR55 beta-arrestin = selective activators of receptor GPR55 – imaging, U2OS cells, beta-arrestin-GFP redistribution, primary screen (AID 1961) | 0.048% of 290,000 active | activation, % at 10 µM, or EC50 in µM where a hit was titrated | U2OS GPR55 beta-arrestin-GFP redistribution imaging; higher % means a stronger effect;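 active = activation above 40% with more than 50 cells counted in the well; inconclusive = wells holding fewer than 50 cells, flagged as toxic or sparse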;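 also: U2OS osteosarcoma cells stably expressing GPR55 and beta-arrestin-GFP; plate controls were DMSO negative control for no effect and LPI positive control for full effect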
K1F lysis inhibition = protection from phage-mediated lysis, alamar blue read-out – E. coli UTI89, K1F phage, bacterial capsule biogenesis inhibitors (AID 488966); E. coli UTI89 K1F phage lysis, alamar blue, 2 h; higher % means a stronger effect; inhibition, % at 100 µM, or IC50 in µM where a hit was titrated; 0.02% of 340,000 active;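 active = phage lysis inhibition, versus mean bacterial control, above a set limit; inconclusive = no clear call, values can overlap the other calls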;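 also: capsule biogenesis inhibitors block K1F phage lysis so surviving cells raise fluorescence; higher fluorescence means more inhibition of phage lysis; actives were called in the ten point dose series up to 300 µM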
GPR55 LPI antagonism = GPR55 antagonists blocking LPI-driven arrestin recruitment, primary screen, imaging, U2OS, beta-arrestin-GFP, LPI agonist (AID 2013) | U2OS GPR55 beta-arrestin-GFP translocation imaging, LPI antagonism; higher % means a stronger effect | inhibition, % at 10 µM; hits with a dose series show IC50 in µM | 0.13% of 290,000 active;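 active = spots per cell inhibited over 60%, with over 100 cells counted and total cytoplasm intensity under 500,000; inconclusive = wells with under 100 cells, flagged as likely toxic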;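 also: U2OS cells stably carrying GPR55 and arrestin-GFP stimulated by 5 µM LPI near EC80; imaged beta-arrestin-GFP aggregate spots per cell after agonist stimulation; plate controls were LPI-stimulated DMSO wells for no effect and DMSO wells without LPI for full effect; some results filed as inactive read as strong as hits; confirmed hits need IC50 under 10 µM and bright autofluorescent wells are also inconclusive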
MgcRacGAP inhibition = MgcRacGAP GTPase-activating activity inhibitors, confirmation, biochemical, ADP Hunter fluorescence; 0.6% of 340,000 active; MgcRacGAP-stimulated Rac1 GTP hydrolysis, ADP Hunter fluorescence; higher % means a stronger effect; GST-tagged Rac1 F28L mutant substrate; inhibition, % at 30 µM, or IC50 in µM where a hit was titrated;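 active = first-screen hits whose inhibition reached a set limit at any dose in the follow-up dose series; inconclusive = inhibition above the set first-screen limit but never retested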;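 also: fluorescence reports GDP produced by GAP-driven GTP hydrolysis; strong numbers were not always called active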
KOR beta-arrestin-1 = KOR agonists, beta-arrestin recruitment, primary screen, cell-based, luminescence, uHTS (AID 1777); 0.02% of 280,000 active; KOR beta-arrestin recruitment, luminescence; higher % means a stronger effect; activation, % at 10 µM, or EC50 in µM where a hit was titrated; in the data active = activation above about 50%, passing the limit was not always enough; also: a part of the inactive calls stands beside numbers as strong as those of hits
NOD1 inhibition = NOD1 signaling inhibitors, primary screen, cell-based, luminescence, uHTS (AID 1578); NOD1-driven NF-kB luciferase reporter cells, luminescence; higher % means a stronger effect; inhibition, % at 4 µM, or EC50 in µM where a hit was titrated; 1% of 290,000 active; in the data active = inhibition mostly above about 36%, no sharp cut-off; inactive = mostly below about 34%;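 also: HEK-293T reporter cells stimulated with the NOD1 agonist gamma-tri-DAP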
GPR35 arrestin U2OS = GPR35 antagonists blocking zaprinast-driven arrestin recruitment, primary screen, imaging, U2OS, beta-arrestin-GFP, zaprinast agonist (AID 2058); U2OS GPR35 beta-arrestin-GFP translocation imaging, zaprinast antagonism; higher % means a stronger effect; inhibition, % at 10 µM; hits with a dose series show IC50 in µM; 0.052% of 290,000 active;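 active = inhibition of at least 50% with at least 30 cells and total cytoplasm GFP at most 10,000,000; inconclusive = under 30 cells or total GFP of 10,000,000 plus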
KOR beta-arrestin-2 = KOR antagonists, beta-arrestin recruitment, cell-based, luminescence, uHTS (AID 1778) | 0.091% of 290,000 active | KOR beta-arrestin recruitment, luminescence, antagonist mode; higher % means a stronger effect | inhibition, % at 10 µM, or IC50 in µM where a hit was titrated; in the data active = inhibition above about 50%; also: strong numbers were not always called active
NTR1 agonist = NTR1-driven beta-arrestin-GFP spot formation – imaging, U2OS cells, high content, primary screen (AID 493036); agonist mode; 0.17% of 330,000 active; P30989; activation, % at 20 µM;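 active = activation at or above 40% of the spot to cytoplasm intensity ratio, with at least 20 cells analyzed; inconclusive = wells under 20 cells, flagged as cytotoxic or low count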;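 also: 0% = DMSO without peptide and 100% = 100 nM NTR1 peptide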
Target sequence (P30989 whole entry, looked up): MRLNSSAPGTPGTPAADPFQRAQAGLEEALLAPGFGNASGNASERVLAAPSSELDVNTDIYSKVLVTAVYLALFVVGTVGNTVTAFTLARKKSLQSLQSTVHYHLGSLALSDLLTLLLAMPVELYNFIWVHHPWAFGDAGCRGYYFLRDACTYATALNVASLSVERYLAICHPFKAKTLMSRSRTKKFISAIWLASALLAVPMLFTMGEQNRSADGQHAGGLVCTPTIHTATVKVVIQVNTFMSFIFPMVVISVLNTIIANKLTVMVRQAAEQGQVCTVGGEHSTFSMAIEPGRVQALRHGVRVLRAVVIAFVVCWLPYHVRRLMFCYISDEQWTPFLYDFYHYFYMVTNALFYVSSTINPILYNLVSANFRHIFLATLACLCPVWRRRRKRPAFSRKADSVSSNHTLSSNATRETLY
NTR1 agonist cell count 20 µM = recorded beside NTR1 agonist, whose call it bears; cell count; measured here: cell count, cytotoxicity flag
The depositor's hits bear a star; ? = inconclusive; . = not tested or not shown; [ ] = remark or other dose. Not all compounds are listed. The share of hits here may be higher or lower than overall.

SMILES	GPR55 beta-arrestin	K1F lysis inhibition	GPR55 LPI antagonism	MgcRacGAP inhibition	KOR beta-arrestin-1	NOD1 inhibition	GPR35 arrestin U2OS	KOR beta-arrestin-2	NTR1 agonist	NTR1 agonist cell count 20 µM
COC(=O)\C(C(C)=O)=C(/C=C/C=C/N(C)C)N(C)C	0.2%	1.5%	-3%	13%	-8.2%	-17%	4%	3%	-4.5	83
Cn1nc(C(=O)Nc2cccc(C(F)(F)F)c2)ccc1=O	0.5%	5.1%	15%	9%	-2.0%	.	3%	-36%	-0.8	89
O=C(c1ccc2c(c1)OCO2)C1CCCN(Cc2cccn2-c2cccnc2)C1 (stereo not drawn)	-0.2%	5.4%	5%	4%	0.0%	-6%	-5%	2%	-0.2	47
COc1ccccc1NC1=CC(=O)CC(c2ccccc2)C1 (stereo not drawn)	0.2%	0.8%[50 µM]	5%	5%	-0.2%	-27%	1%	-20%	-2.1	61
Fc1ccccc1NC(=S)N(CCN1CCCCC1)Cc1ccco1	-0.3%	0.2%	7%	7%	0.0%	-27%	0%	22%	-0.9	63
COCCN1CCN(C(=O)c2cc(COc3ccc(F)c(F)c3)on2)CC1	-0.1%	1.5%[50 µM]	-9%	3%	4.7%	-8%	2%	-17%	1.0	53
Brc1ccccc1OCCOc1cccc2cccnc12	-0.1%	3.5%	8%	8%	3.1%	-40%	-8%	-12%	0.2	59
O=C(c1ccco1)N1CCN(c2ccc([N+](=O)[O-])cc2Cl)CC1	-1.9%	0.2%	9%	13%	1.5%	0%	12%	10%	3.8	67
Cc1ccc(CN2CCN(Cc3cccc(-n4cccn4)c3)CC2CCO)cc1 (stereo not drawn)	-0.1%	0.0%	-2%	2%	3.9%	-21%	-12%	-10%	-0.4	63
CCN(CC)CCNC(=O)c1cccc(NC(=O)C(=O)c2ccccc2NC(C)=O)c1	0.6%	1.7%	11%	8%	5.5%	-33%	-2%	-21%	-0.6	54
O=C(COC(=O)c1ccccc1)NC1CCCC1	0.4%	0.4%	9%	7%	-4.2%	-5%	17%	-14%	2.3	76
O=C(O)C1CC=CCC1C(=O)Nc1ccccc1Cl (stereo not drawn)	0.2%	0.5%	-6%	11%	.	-3%	-3%	-19%	1.2	60
Cc1ccc(CN2CCN(/N=C/c3ccc(Cl)c([N+](=O)[O-])c3)CC2)cc1	-0.4%	2.4%	2%	5%	-3.6%	-16%	-2%	22%	4.1	72
COc1ccc(C2C(CC(=O)O)=C(Nc3ccccc3)C(=O)N2c2ccccc2)cc1 (stereo not drawn)	0.5%	0.0%	9%	-2%	-2.4%	-26%	-9%	2%	3.0	99
CC(C)NCC(O)COCCOc1ccc(Br)cc1 (stereo not drawn)	-0.3%	-1.9%	0%	6%	-2.9%	-8%	10%	-15%	-2.3	42
O=C(Nc1ccc2c(c1)OCCO2)C1CCCN(S(=O)(=O)c2cccnc2)C1 (stereo not drawn)	0.3%	3.9%	5%	7%	0.1%	-7%	-2%	-38%	-3.3	54
Brc1ccccc1OCCCN1CCCC1	-0.2%	0.2%	-5%	?	1.5%	5%	-6%	-1%	-0.8	58
O=C(O)c1ccc(Cl)c(S(=O)(=O)Nc2ccccc2C(=O)Nc2ccc(Cl)cc2)c1	-0.2%	-0.9%	10%	7%	-2.5%	-1%	7%	-74%	0.1	38
Cc1ccc(OCc2cc(C(=O)NCC3COCCO3)no2)cc1C (stereo not drawn)	-0.1%	-0.1%	25%	2%	-4.5%	12%	12%	28%	-0.3	64
CCN(CC)c1ccc(NC(=O)c2ccc3c(c2)OCO3)cc1	0.2%	2.0%	-17%	53µM*	-2.7%	-60%	2%	-8%	0.0	57
O=C(NC(=S)Nc1ccc(S(=O)(=O)N2CCCCC2)cc1)c1cccs1	-0.3%	0.3%[50 µM]	13%	8%	10%	0%	-4%	33%	11	65
COc1cccc2cc(C(C)N(CCCN3CCOCC3)C(=S)Nc3ccc(C)c(C)c3)oc12 (stereo not drawn)	0.4%	0.1%	-6%	9%	-1.4%	-12%	4%	6%	2.5	58
Cc1cc(C)nc(NS(=O)(=O)c2ccc(N/C=C\C(=O)c3ccc(Cl)cc3)cc2)n1	-0.2%	4.5%	28%	6%	2.3%	.	-7%	-30%	-0.5	51
C/C=C/C(=O)N1CC2(CC(c3cccc(NC(=O)CCCCC)c3)=NO2)C[C@H]1C(N)=O (stereo partly drawn)	-0.1%	.	5%	.	7.2%	-9%	-6%	9%	-2.2	97
CC(=O)Nc1ccc(S(C)(=O)=O)c(C)c1	0.1%	1.0%[50 µM]	-18%	10%	8.3%	-3%	-6%	0%	-1.2	71
Following part
SMILES	GPR55 beta-arrestin	K1F lysis inhibition	GPR55 LPI antagonism	MgcRacGAP inhibition	KOR beta-arrestin-1	NOD1 inhibition	GPR35 arrestin U2OS	KOR beta-arrestin-2	NTR1 agonist	NTR1 agonist cell count 20 µM
Cc1nnc(SC/C=C/c2ccccc2)n(N)c1=O	0.0%	0.3%	2%	5%	-3.7%	-17%	18%	8%	1.1	74
CCOc1ccc(N2C(=O)CC(/C=C3/N(C)c4ccccc4C3(C)C)C2=O)cc1 (stereo not drawn)	0.2%	1.1%[50 µM]	-7%	-15%	3.9%	-10%	-13%	7%	2.0	54
COc1ccc(CC(=O)OC2CCCN(C)C2)cc1 (stereo not drawn)	0.2%	-1.1%	10%	-1%	-3.3%	-10%	-14%	-9%[20 µM]	2.7	49
COc1cc(/C=N/NC(=O)C(=O)N2CCCCCC2)ccc1O	0.0%	-0.1%	-24%	?	3.9%	-9%	-7%	2%	-0.6	50
Cc1nc([N+](=O)[O-])c(N2CCN(Cc3ccccc3)CC2)n1Cc1ccccc1	-0.1%	-0.8%	13%	7%	0.8%	5%	5%	-28%	2.8	86
CCn1c2ccccc2c2cc(/C=N/n3c(C)nnc3C)ccc21	-0.2%	1.4%	-2%	6%	0.7%	-18%	1%	-45%	3.5	45
N#Cc1c2c(c(NCc3ccco3)n3c1nc1ccccc13)CCC2	-0.1%	-0.2%	-5%	-2%	8.1%	4%	-13%	17%	2.7	47
C=CCn1c(SCC(=O)Nc2ccc(F)cc2F)nnc1-c1cnccn1	0.3%	0.2%	9%	14%	1.1%	-40%	-9%	2%	0.5	65
CCCCN(C(=O)c1ccc(Cl)c(S(=O)(=O)N2CCOCC2)c1)c1c(N)n(CCC)c(=O)[nH]c1=O	0.0%	0.3%	5%	11%	0.2%	-3%	18%	-4%	-1.8	59
O=C(Cn1cc(C(F)(F)F)ccc1=O)N/N=C/c1ccccc1	0.7%	0.2%	5%	6%	-4.1%	-15%	-3%	-4%	0.0	73
O=C(NCC(=O)N1CC=C(c2ccccc2)CC1)c1ccccc1Br	-0.1%	-0.2%	0%	2%	-3.4%	-2%	-17%	33%	0.5	54
Cc1cc(C(=O)Nc2ccc(S(=O)(=O)Nc3nccs3)cc2)c(C)o1	-0.1%	4.3%	2%	16%	8.8%	-22%	-10%	16%	0.2	61
CC(C)N1CCC(N2CCN(C3CCCCC3)CC2CCO)CC1 (stereo not drawn)	-0.1%	-0.2%	-1%	-1%	-2.6%	-10%	14%	-10%	-1.3	60
COc1ccc(N2C(=O)c3ccccc3NC2c2ccc(OC)c(COc3ccccn3)c2)cc1 (stereo not drawn)	0.5%	1.3%[50 µM]	8%	6%	-2.9%	-17%	-2%	-19%	1.8	60
O=C(NC(=S)Nc1nc2ccccc2s1)c1cccs1	0.2%	1.9%[50 µM]	4%	9%	-0.2%	-27%	1%	7%	3.7	68
COC(=O)c1cc2oc(C)cc2n1CC(=O)Nc1ccc(C)c(C)c1	-0.2%	-0.6%	3%	3%	1.6%	-39%	7%	-2%	-0.6	48
CCn1ncc(C2=NOC(C(=O)Nc3ccccc3C(=O)OC)C2)c1C (stereo not drawn)	-0.1%	-0.1%	-3%	0%	2.1%	-2%	-4%	-20%	2.3	73
COC(=O)[C@@]1(C)CC[C@]2(C)CC[C@@]3(C)C(=CC(=O)C4[C@@]5(C)CC[C@H](O)C(C)(C)[C@@H]5CC[C@]43C)[C@H]2C1 (stereo partly drawn)	-0.1%	0.4%	5%	-3%	10%	2%	-25%	9%	0.8	72
CN1C(=O)CC(N2CCC(C(N)=O)CC2)C1=O (stereo not drawn)	0.6%	-0.9%	10%	0%	-3.3%	-9%	-10%	-33%	1.6	41
COc1ccc(C(=O)N2CCN(C(=O)c3ccco3)CC2)cc1	-0.2%	5.4%	2%	-4%	4.1%	-40%	6%	-34%	0.2	55
CCOC(=O)CSc1nc2sccc2c(=O)[nH]1	-0.1%	-0.7%	-3%	14%	-3.8%	-24%	12%	9%	-4.3	88
COc1cccc(NC(=O)c2oc3ccccc3c2NC(=O)C2CC2)c1	-0.3%	2.7%	6%	9%	0.9%	-3%	1%	-22%	6.4	76

Reprinted at random: 6 records from the list, in no set order.
SMILES	GPR55 beta-arrestin	K1F lysis inhibition	GPR55 LPI antagonism	MgcRacGAP inhibition	KOR beta-arrestin-1	NOD1 inhibition	GPR35 arrestin U2OS	KOR beta-arrestin-2	NTR1 agonist	NTR1 agonist cell count 20 µM
COc1cc(/C=N/NC(=O)C(=O)N2CCCCCC2)ccc1O	0.0%	-0.1%	-24%	?	3.9%	-9%	-7%	2%	-0.6	50
Cc1cc(C(=O)Nc2ccc(S(=O)(=O)Nc3nccs3)cc2)c(C)o1	-0.1%	4.3%	2%	16%	8.8%	-22%	-10%	16%	0.2	61
COc1ccc(N2C(=O)c3ccccc3NC2c2ccc(OC)c(COc3ccccn3)c2)cc1 (stereo not drawn)	0.5%	1.3%[50 µM]	8%	6%	-2.9%	-17%	-2%	-19%	1.8	60
CCCCN(C(=O)c1ccc(Cl)c(S(=O)(=O)N2CCOCC2)c1)c1c(N)n(CCC)c(=O)[nH]c1=O	0.0%	0.3%	5%	11%	0.2%	-3%	18%	-4%	-1.8	59
CCn1ncc(C2=NOC(C(=O)Nc3ccccc3C(=O)OC)C2)c1C (stereo not drawn)	-0.1%	-0.1%	-3%	0%	2.1%	-2%	-4%	-20%	2.3	73
Cc1nnc(SC/C=C/c2ccccc2)n(N)c1=O	0.0%	0.3%	2%	5%	-3.7%	-17%	18%	8%	1.1	74
